NSD2 inh: blocks human histone methyltransferase NSD2 | 0.54% of 310,000 active | NSD2 peptide methylation, AlphaScreen, 120 min | O96028 | AID 743445 | inhibition, % at 12.5 µM; in the data active = inhibition above about 50%
Target sequence (O96028 whole entry, looked up): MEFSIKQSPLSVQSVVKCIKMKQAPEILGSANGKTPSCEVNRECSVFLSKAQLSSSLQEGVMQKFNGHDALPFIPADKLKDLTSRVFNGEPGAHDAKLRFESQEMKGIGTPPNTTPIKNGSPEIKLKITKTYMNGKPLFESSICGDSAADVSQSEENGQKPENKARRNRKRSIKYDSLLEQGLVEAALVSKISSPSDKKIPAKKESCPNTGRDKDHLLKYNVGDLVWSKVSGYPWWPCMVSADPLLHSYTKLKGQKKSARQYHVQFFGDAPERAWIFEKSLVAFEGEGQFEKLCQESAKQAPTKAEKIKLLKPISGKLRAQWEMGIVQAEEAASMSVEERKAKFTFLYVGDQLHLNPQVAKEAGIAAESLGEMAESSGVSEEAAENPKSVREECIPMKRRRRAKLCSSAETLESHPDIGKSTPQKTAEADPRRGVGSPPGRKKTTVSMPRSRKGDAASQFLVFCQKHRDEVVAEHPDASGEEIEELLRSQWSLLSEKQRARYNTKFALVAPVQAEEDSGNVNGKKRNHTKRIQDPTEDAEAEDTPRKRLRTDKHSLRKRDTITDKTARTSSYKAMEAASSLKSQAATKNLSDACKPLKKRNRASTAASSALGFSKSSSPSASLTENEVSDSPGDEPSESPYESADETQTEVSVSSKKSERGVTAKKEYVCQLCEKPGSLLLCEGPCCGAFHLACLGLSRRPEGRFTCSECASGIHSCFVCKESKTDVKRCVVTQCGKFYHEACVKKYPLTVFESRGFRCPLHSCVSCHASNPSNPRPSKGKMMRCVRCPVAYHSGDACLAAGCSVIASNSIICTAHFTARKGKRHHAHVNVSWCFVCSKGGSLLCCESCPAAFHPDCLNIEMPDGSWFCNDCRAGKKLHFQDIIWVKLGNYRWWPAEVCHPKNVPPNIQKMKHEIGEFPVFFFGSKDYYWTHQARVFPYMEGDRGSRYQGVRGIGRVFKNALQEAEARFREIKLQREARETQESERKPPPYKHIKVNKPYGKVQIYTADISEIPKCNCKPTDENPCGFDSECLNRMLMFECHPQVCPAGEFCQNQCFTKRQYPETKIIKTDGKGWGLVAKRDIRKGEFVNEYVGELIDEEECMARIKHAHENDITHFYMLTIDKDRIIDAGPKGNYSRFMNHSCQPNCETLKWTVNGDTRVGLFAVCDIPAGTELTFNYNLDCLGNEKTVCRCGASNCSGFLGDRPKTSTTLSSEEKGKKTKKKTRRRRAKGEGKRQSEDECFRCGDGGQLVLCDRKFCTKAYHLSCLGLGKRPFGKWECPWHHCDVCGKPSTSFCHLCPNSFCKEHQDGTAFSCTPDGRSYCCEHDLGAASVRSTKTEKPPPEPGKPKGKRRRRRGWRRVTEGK
C-LANA FP: inhibitors of KSHV LANA C-terminal domain DNA binding; MBP-C-LANA/FAM-LBS DNA binding, fluorescence polarization; inhibition, % at 9 µM; 0.078% of 340,000 active;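 active = highest replicate inhibition at or above 60% at 9 µM, even if other replicates fall short; inactive = all replicates below 60% inhibition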;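 also: 0% = neutral control wells and 100% = 4 µM acridine orange control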
CAL PDZ FP-1: inhibitors of human CAL PDZ peptide binding | purified CAL PDZ, TMR-peptide fluorescence polarization, 1 h | inhibition, % at 24.9 µM | 0.92% of 300,000 active | AID 602252;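 active = mean inhibition of at least 30% with at least half of replicates also reaching 30%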;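 also: 0% = DMSO neutral control and 100% = excess unlabeled competitor peptide PRC23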
DAGLB inh: diacylglycerol lipase beta (human) inhibition; HEK293T DAGLB membrane lysate, EnzChek fluorogenic substrate; inhibition, % at 5.17 µM; 0.059% of 340,000 active; Q8NCG7; in the data active = inhibition above about 34%;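 also: 0% = enzyme with vehicle and 100% = wells lacking enzyme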
DSG3 Ab inh: blocks pemphigus antibody binding to human desmoglein-3; P32926; DSG3-coupled beads, scFv-anti-DSG3-GFP binding, flow cytometry; active compounds read low; binding (percent of control), % at 10 µM; 0.48% of 310,000 active; AID 588358;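 active = binding more than 3 SD below its plate's average and above zero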;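 also: hits lower antibody fragment binding to DSG3; some compounds called inactive have numbers as strong as hits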
CAL PDZ FP-2: blocks peptide binding to human CAL PDZ domain | AID 504414 | inhibition, % at 20 µM | purified CAL PDZ, TMR-peptide fluorescence polarization, 1 h | Q9HD26 | 0.02% of 330,000 active;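 active = highest replicate inhibition of at least 40%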;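 also: plate controls were DMSO neutral control wells for no effect and unlabeled competitor peptide control wells for full effect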
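System: tagged CAL PDZ domain. Schedule: 1 h room-temperature incubation prior to read. Signal: fluorescence polarization (mP). Measure: percent inhibition from loss of millipolarization.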
Keap1 Nrf2 FP: disrupts human Keap1 binding to Nrf2 peptide; Q14145; Keap1 Kelch-Nrf2 peptide fluorescence polarization, 1536-well; inhibition, % at 9.4 µM; 0.15% of 340,000 active; in the data active = inhibition above about 12%;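 also: human Keap1 Kelch domain with fluorescein labeled Nrf2 9mer peptide probe; 0% = neutral control wells and 100% = peptide positive control; higher means more block of Keap1 binding to Nrf2 peptide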
Cardiac RTF inh: cardiac RTF calcium desensitization; P19429+P45379; IANBD-labeled cardiac RTF, Ca2+ fluorescence; inhibition, % at 7.15 µM; 0.12% of 340,000 active; AID 493244;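 active = inhibition above the mean inhibition of all tested compounds plus 3 SD, cut at about 17% in these data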;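 also: assay run at fixed EC70 calcium of 1.6 mM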
Arr AP2 block: inhibitors of human beta-arrestin and AP2 interaction | inhibition, % at 10 µM | 0.31% of 340,000 active | FITC-arrestin peptide / GST-AP2 beads, flow cytometry; AP2 beta2 appendage carries R879A mutation | AID 504490;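 active = inhibition above a set limit, near 3 SD of compounds lacking own fluorescence, cut at about 54% in these data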;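 also: plate controls were DMSO wells for no effect and 5 µM unlabelled arrestin peptide for full effect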
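System: GST-AP2 R879A glutathione beads; medium: PBS, Tween 20 0.05%, BSA 0.1%; reagent: fluorescein-tagged arrestin peptide at 50 nM final; schedule: pre-incubation 12 min, peptide binding 1 h, room temperature; detection: flow cytometry, FL1 (488/535 nm); read-out: inhibition as reduced fluorescein signal on beads, percent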
V-ATPase pH: alters yeast V-ATPase proton transport; AID 504577; 0.37% of 350,000 active; response, % at 10 µM; S. cerevisiae, pHLuorin cytosolic pH fluorescence; in the data active = response mostly above about 7.3%, no sharp cut-off; inactive = mostly below about 5.4%; also: actives read high; inactives centre near 0; some compounds called inactive have numbers as strong as hits; reference of the scale not given here
* = called active by the depositor; nt = not tested or not shown. A portion of the library; count on the stated rates, not on these rows.

Below each SMILES – NSD2 inh	C-LANA FP	CAL PDZ FP-1	DAGLB inh	DSG3 Ab inh	CAL PDZ FP-2	Keap1 Nrf2 FP	Cardiac RTF inh	Arr AP2 block	V-ATPase pH
> CCOc1cc(C2NC(=S)NC(C)=C2C(=O)Nc2ccccc2)ccc1O (stereo not given)
    1	1.7	-4	-5	99	-2.6	2	-6	-10	-3
> COc1ccccc1Nc1nnc(SCC(=O)Nc2cc(C)on2)s1
    1	0.8	0	8	98	0.1	-3	6	-3	0
> CC(OC(=O)CCc1nc(=O)c2ccccc2n1C)C(=O)NCc1ccc2c(c1)OCO2 (stereo not given)
    -3	-1.7	-5	-1	100	-1.0	3	-6	47	2
> O=C(N/N=C/c1cc2c3c(c1O)CCCN3CCC2)c1ccccc1O
    13	3.8	11	11	120	-0.9	-6	2	-1	nt
> COc1ccc(NC(=O)c2cccc(S(=O)(=O)N3CCc4ccccc43)c2)cn1
    -4	1.3	2	-2	114	-1.5	-2	-5	-5	2
> Cc1ccccc1NC(=O)CSc1nnc(-c2ccco2)c(-c2ccco2)n1
    nt	1.3	-1	2	110	0.1	-3	-5	17	1
> C=CCSC1=C(C#N)C(c2ccccc2Cl)C(C(=O)c2cccs2)C(O)(C(F)(F)F)N1 (stereo not given)
    1	0.1	-6	0	103	-1.6	-3	-5	1	3
> CC(C)NC(=O)N(C)C[C@H]1Oc2c(NS(=O)(=O)c3ccccc3)cccc2C(=O)N([C@H](C)CO)C[C@@H]1C
    nt	-0.6	-4	-1	104	-0.7	-4	-2	-2	1
> Cn1c(=O)n(C)c2cc(NC(=O)c3cccc([N+](=O)[O-])c3)c(Br)cc21
    nt	-0.3	-2	-2	114	-1.7	-4	-6	11	0
> Cn1c(=S)[nH]c2sc3c(c2c1=O)CCC(C(C)(C)C)C3 (stereo not given)
    8	-3.3	-2	-2	94	-2.6	4	-5	30	-5
> CN(CCc1ccccn1)C1CCCN(S(=O)(=O)c2ccccc2)C1 (stereo not given)
    1	-0.3	0	2	116	-2.7	2	0	-9	4
> CS(=O)(=O)c1cccc(C(=O)NC(c2ccccc2)c2ccccc2)c1
    -1	-0.1	nt	-2	nt	-0.1	2	-11	-11	7
> Cc1cccc(NC(=O)CSc2nnc(-c3ccc(S(=O)(=O)N4CCOCC4)cc3)n2C)c1
    -6	-0.3	7	0	97	-0.9	2	-3	30	-2
> COc1ccc(NC(=O)COC(=O)Cc2ccsc2)c(OC)c1
    -2	-0.2	2	-1	101	-0.1	-5	-3	-2	1
> COc1ccc(N2C(=O)CC(N3CCCC4CCCCC43)C2=O)cc1 (stereo not given)
    nt	-0.6	0	0	98	-1.3	-5	-6	8	2
> COCc1c(C(=O)NCCOc2ccc(Cl)cc2)oc2ccccc12
    -4	-1.2	-2	-6	nt	0.4	-1	4	-10	1
> CCOc1cc(CNc2ccc(OC)cc2)cc(Br)c1OCC(=O)NC(C)(C)C
    -5	-1.9	2	-3	101	-1.2	-2	-9	1	-1
> OC1CCCN(c2ncnc3c2nnn3Cc2c(F)cccc2Cl)C1 (stereo not given)
    3	0.5	0	0	111	nt	4	-2	7	-1
> COc1ccc(N2CCC(CNC(=O)Nc3ccccc3)C2)cc1 (stereo not given)
    17	1.3	nt	6	104	-2.2	-3	-9	30	-3
> CCOc1ccc(CN2CCCC(CO)(Cc3ccccc3F)C2)cc1 (stereo not given)
    -9	-1.5	1	-2	110	-1.0	-4	-7	14	0
> CCn1c(C(=O)NCc2cccnc2)cc2sc(Cl)cc21
    2	-0.5	nt	0	103	-2.7	-9	-8	-4	2
> C/C(=N\NC(=O)c1ccc(CN(C)S(=O)(=O)c2ccc(C)cc2)cc1)c1ccc(OC(F)F)cc1
    1	-0.7	-2	-9	105	6.3	6	-13	-6	-1
> CCCn1c(N2CCN(C(=O)/C=C/C(=O)O)CC2)nc2ccccc21
    nt	0.3	-4	4	104	0.4	-2	-2	30	-2
> Cc1nc(Nc2ccc(Cl)cc2)c2nnn(Cc3ccccc3)c2n1
    -4	-0.5	6	-6	104	-0.2	6	-1	-8	1
> Cc1ccc(S(N)(=O)=O)cc1
    nt	1.8	-1	0	100	-0.4	0	2	22	-3
> CC(=O)c1cc2c(cc1NS(=O)(=O)c1ccccc1F)OCO2
    37	-0.4	nt	3	106	0.0	-6	-3	-12	3
> COc1ccc(CCNC(=O)CCN2C(=O)[C@@H]3Cc4ccccc4CN3C2=O)cc1OC
    -7	-1.6	10	1	nt	-0.7	-5	-3	-23	-1
> CC(=O)Nc1ccc(NC(=O)COC(=O)Cc2cccs2)cc1
    1	-1.1	nt	-1	97	0.4	-2	0	20	3
> COc1ccc2c(=O)c(C(=O)NCCc3ccccc3)c[nH]c2c1
    0	-2.1	7	-1	96	-2.4	0	2	3	-1
> CCOc1ccccc1/C=N/Nc1ccc(Cl)nn1
    19	2.0	-5	3	104	-0.2	-5	-2	4	-3
> CCc1sc(C(=O)Nc2ccc(NC(C)=O)cc2)cc1C
    1	0.7	-2	1	95	-0.1	3	-3	2	4
> Cc1c(-c2ccn[nH]2)cc(NC(=O)c2ccc(Cl)cc2)c(=O)n1N
    -3	0.7	3	nt	100	-0.5	-2	nt	13	-1
> O=C(NNC(=O)c1cnccn1)c1cccc([N+](=O)[O-])c1
    -4	-0.1	21	-3	104	-2.0	-4	-8	-2	-2
> Cc1c(NS(=O)(=O)c2ccc([N+](=O)[O-])cc2)c(=O)n(-c2ccccc2)n1C
    0	-0.3	4	-1	119	-1.9	0	2	3	2
> O=C(Cc1c(F)cccc1Cl)NC1=NCCS1
    1	0.1	1	2	107	-2.4	-4	11	-4	-3
> Nc1nc(-c2cccnc2)nn1C(=O)Cc1ccccc1
    3	-0.9	-18	2	nt	-0.2	-3	-3	12	4
> CC1CN(C(=O)Nc2ccccc2)c2ccccc2-[n+]2ccsc21 (stereo not given)
    -1	4.6	-2	-1	100	-0.1	-3	7	-3	3
> COc1ccc2c(c1)C(=O)N(c1ccccc1OC)C(=O)C2(C)C
    0	2.1	1	-2	103	0.3	0	2	-1	-4
> CCOC(=O)c1cc2c(C)n(-c3ccc(C)cc3)c(C)c2ccc1=O
    8	2.0	nt	-2	103	-1.4	2	-5	-5	-1
> COc1ccccc1COn1c(=O)c(-c2ccco2)[n+]([O-])c2ccccc21
    4	1.7	nt	-5	96	-0.9	-3	-18	21	2
> O=C(N/N=C/c1cc(Cl)cc([N+](=O)[O-])c1O)c1ccc2c(c1)OCO2
    3	1.1	7	3	129	0.0	2	4	3	4
> COc1ccccc1C(=O)Nc1ccc2c(c1)CN(C(=O)CSC)CC2
    4	0.3	0	-1	98	18	-1	3	46	2
> CCOC(=O)CNS(=O)(=O)c1ccc(C)cc1
    1	-0.5	6	1	94	-1.3	0	-13	2	-2
> CCn1ncc(/C=C2/SC(=S)NC2=O)c1C
    6	-1.3	-2	1	nt	0.5	-1	19*	-5	2
> COc1ccccc1NC(=O)CCCc1nc(-c2ccc(OC)c(OC)c2)no1
    nt	-0.5	-7	-2	97	-1.8	1	-1	-10	1

The list goes on, starting with the last two of the part before.
Below each SMILES – NSD2 inh	C-LANA FP	CAL PDZ FP-1	DAGLB inh	DSG3 Ab inh	CAL PDZ FP-2	Keap1 Nrf2 FP	Cardiac RTF inh	Arr AP2 block	V-ATPase pH
> CCn1ncc(/C=C2/SC(=S)NC2=O)c1C
    6	-1.3	-2	1	nt	0.5	-1	19*	-5	2
> COc1ccccc1NC(=O)CCCc1nc(-c2ccc(OC)c(OC)c2)no1
    nt	-0.5	-7	-2	97	-1.8	1	-1	-10	1
> Cc1cccc(C(=O)OCC(=O)NCCN2C(=O)CSC2=O)c1[N+](=O)[O-]
    -2	0.7	-4	0	nt	-0.6	-1	1	-5	3
> Cc1ccccc1S(=O)(=O)NC1OC(=O)C(Oc2ccccc2)=C1Br (stereo not given)
    2	4.0	-7	-2	102	-0.3	-2	0	6	-2
> O=C(NCc1cccc(Br)c1)C1CC2Cn3c(nc4ccccc43)C2N1c1ccccc1 (stereo not given)
    nt	1.3	-4	5	103	-1.2	-8	-7	-8	-2
> COC(CN(C)C(=O)C1CCCN(S(=O)(=O)c2ccc3c(c2)oc(=O)n3C)C1)OC (stereo not given)
    4	1.1	-2	1	nt	-0.8	-2	-4	-5	0
> Nc1ccccc1C(=O)NC1CCCNC1=O (stereo not given)
    -3	nt	nt	nt	112	nt	nt	nt	17	5
> Cn1c(C(=O)N2CCCc3ccccc32)cc2sccc21
    11	1.5	nt	-1	106	0.6	-5	-1	-3	7
> O=C(Nc1nnc(CCS(=O)(=O)c2ccc(Br)cc2)s1)c1ccc([N+](=O)[O-])cc1
    -1	0.5	-4	-3	72	nt	-1	-4	1	1
> Nc1ccc(S(=O)(=O)N2CCCc3ccccc32)cc1
    nt	-1.8	nt	0	110	-0.6	-2	0	-2	4
> O=C(c1cc(COc2cccc3cccnc23)on1)N1CCC[C@H]1CO
    1	nt	nt	-2	96	nt	nt	nt	nt	1
> CCC(CC)c1nnc(NC(=O)C2CC(=O)N(CCc3ccc(F)cc3)C2)s1 (stereo not given)
    0	1.4	-21	1	105	-0.3	2	-10	-6	1
> CC1(C)NC(=O)N(CC(O)COc2ccccc2C(=O)Nc2ccccc2)C1=O (stereo not given)
    -1	0.7	-5	-1	98	-0.1	-3	-5	14	1
> CCC1CN(C(=O)NCc2cccc(OC)c2)c2cc(Cl)ccc2O1 (stereo not given)
    -2	-1.8	-10	-7	101	-0.4	2	-11	5	-3
> C[C@](N)(Cc1ccc(O)c(O)c1)C(=O)O
    nt	20	12	-2	123	0.8	1	14	2	-2
> COc1ccccc1CNC(=O)C(=O)c1cn(CC(=O)N2CCCCC2)c2ccccc12
    -2	nt	nt	-8	99	nt	nt	nt	nt	-1
> CCCC(=O)Nc1c2c(nn1-c1ccccc1)CSC2
    -2	0.6	-1	0	99	-2.1	1	-7	39	1

Taken from above:
`CC1(C)NC(=O)N(CC(O)COc2ccccc2C(=O)Nc2ccccc2)C1=O` (stereo not given) | V-ATPase pH: 1
`Cc1cccc(C(=O)OCC(=O)NCCN2C(=O)CSC2=O)c1[N+](=O)[O-]` | C-LANA FP: 0.7
`COC(CN(C)C(=O)C1CCCN(S(=O)(=O)c2ccc3c(c2)oc(=O)n3C)C1)OC` (stereo not given) | NSD2 inh: 4

(further entries)
Below each SMILES – NSD2 inh	C-LANA FP	CAL PDZ FP-1	DAGLB inh	DSG3 Ab inh	CAL PDZ FP-2	Keap1 Nrf2 FP	Cardiac RTF inh	Arr AP2 block	V-ATPase pH
> Cc1csc(CN(C)C(=O)C2CCC(=O)N(CCN(C)C)C2)n1 (stereo not given)
    1	0.4	-6	-1	108	-1.2	-5	-4	-6	3
> COc1ccc(N(CC(=O)Nc2c(C)n(C)n(-c3ccccc3)c2=O)S(=O)(=O)c2ccccc2)cc1OC
    2	-0.7	-2	-6	96	-0.2	-2	-1	-7	0
> COc1ccc(/C=N/Nc2nnc(-c3ccccc3)c(=O)[nH]2)cc1
    -3	-0.9	-5	5	103	-0.3	1	8	-16	0
> O=C(Nc1nc(NC(=O)c2ccco2)n(-c2ccccc2)n1)c1ccccc1
    2	-0.1	-2	14	99	-1.5	1	-2	20	-3

Screens as filed in PubChem BioAssay.
